# Source: PubChem BioAssay
# ERAP1 inh – human ERAP1 aminopeptidase inhibitors, primary screen, biochemical, single point, plate reader. inhibition, % at 10.7 µM. actives 0.15% (n = 340,000). Endoplasmic reticulum aminopeptidase 1 (Homo sapiens), Q9NZ08. recombinant ERAP1, Leu-AMC fluorescence, 60 min. AID 652197, 2013;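 active = mean replicate inhibition of at least 30%, or all replicates individually reaching that 30% level; inactive = mean below 30% and not every replicate reaching it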;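 also: 0% = neutral control wells and 100% = L-leucinethiol positive control wells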
# RAD52 anneal inh – RAD52 DNA annealing inhibitors, primary screen, biochemical, FRET, single point, set 2 | actives 0.46% (n = 360,000) | recombinant RAD52 DNA annealing, FRET fluorescence | inhibition, % at 18.7 µM;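 active = every replicate showing at least 50% inhibition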
# Target sequence (P43351 whole entry, looked up): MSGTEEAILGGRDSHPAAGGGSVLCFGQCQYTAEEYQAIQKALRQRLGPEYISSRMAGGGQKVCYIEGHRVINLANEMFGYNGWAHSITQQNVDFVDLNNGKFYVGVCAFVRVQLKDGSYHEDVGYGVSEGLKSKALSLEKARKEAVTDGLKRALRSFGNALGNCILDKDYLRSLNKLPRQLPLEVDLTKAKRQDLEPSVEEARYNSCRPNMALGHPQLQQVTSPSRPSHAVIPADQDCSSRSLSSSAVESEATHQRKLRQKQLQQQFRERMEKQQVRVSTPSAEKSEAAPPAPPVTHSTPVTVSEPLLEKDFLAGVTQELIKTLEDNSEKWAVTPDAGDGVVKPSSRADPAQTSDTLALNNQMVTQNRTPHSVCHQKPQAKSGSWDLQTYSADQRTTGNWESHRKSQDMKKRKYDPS
# E-selectin induc – E-selectin induction in HUVECs, primary screen, imaging, HUVEC, immunofluorescence imaging, single point; normalized: neutral wells 0, TNF-alpha wells 100; P16581; actives 0.37% (n = 260,000); activation, % at 7.58 µM;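 active = mean E-selectin-positive cell signal at least 10% of the positive control, reached in at least 60% of replicates, without over 20% cell loss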;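 also: in these data hits start at about 27%; measured in HUVEC primary endothelial cells; signal is the percent of cells scored E-selectin positive by PE staining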
# Target sequence (P16581 whole entry, looked up): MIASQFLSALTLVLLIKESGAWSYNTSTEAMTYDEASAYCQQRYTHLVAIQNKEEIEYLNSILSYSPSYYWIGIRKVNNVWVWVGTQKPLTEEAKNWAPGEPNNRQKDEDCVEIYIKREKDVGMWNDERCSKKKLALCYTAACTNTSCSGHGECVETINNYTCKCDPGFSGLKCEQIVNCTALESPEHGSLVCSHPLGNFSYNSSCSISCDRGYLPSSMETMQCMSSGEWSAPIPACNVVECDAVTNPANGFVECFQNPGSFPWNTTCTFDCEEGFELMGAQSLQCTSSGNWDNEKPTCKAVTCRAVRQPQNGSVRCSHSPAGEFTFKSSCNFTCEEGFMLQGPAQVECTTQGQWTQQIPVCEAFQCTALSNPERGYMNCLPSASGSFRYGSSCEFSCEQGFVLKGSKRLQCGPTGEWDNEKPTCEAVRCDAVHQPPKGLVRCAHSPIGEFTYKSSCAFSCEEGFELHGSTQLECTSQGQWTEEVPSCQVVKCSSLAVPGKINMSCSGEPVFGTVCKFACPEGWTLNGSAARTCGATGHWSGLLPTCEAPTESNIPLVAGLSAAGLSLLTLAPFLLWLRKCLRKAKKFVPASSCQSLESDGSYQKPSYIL
#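 Read-out: % PE-positive cells | Test system: HUVEC | Doses: One compound dose added by pin transfer | Buffer or medium: EGM-2 over gelatin coat | Signal: Immunofluorescence imaging | Benchmarks: TNF-alpha, DMSO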
# Active calls of the source: *.
molecule	ERAP1 inh	RAD52 anneal inh	E-selectin induc
Cc1ccccc1-c1nsc(SCC(=O)NCc2ccc3c(c2)OCO3)n1	1	4	-0.2
Cc1ccc(NC(=O)C(OC(=O)c2ccc(NC(N)=O)cc2)c2ccccc2)cc1Cl (stereo not drawn)	-4	-22	3.4
O=S(=O)(c1ccc(C(F)(F)F)cc1)N1CCCc2nc(-c3ccc(Br)cc3)ccc21	-1	-24	0.4
CCCCOCCCNC(=O)C[C@@H]1C[C@@]2(C(=O)OC)CCCCC=C2N(Cc2ccco2)C1=O	-2	-10	-0.1
NC(=O)N/N=C/c1ccc(N2CCOCC2)s1	2	-40	1.5
CC(C)C[C@H]1COc2cc(Br)ccc2S(=O)(=O)N1Cc1cccc(Cl)c1	0	4	0.3
Cc1c(NS(=O)(=O)c2ccc3c(c2)Cc2ccccc2-3)c(=O)n(-c2ccccc2)n1C	2	-5	2.2
CC1CCCN(c2nc(N(C)c3ccccc3)nc(N)c2[N+](=O)[O-])C1 (stereo not drawn)	5	-7	-0.2
CCCOc1ccc(Oc2ccc(S(=O)(=O)N3CCN(C)CC3)cn2)cc1	-3	-8	0.1
CCN=C1NC(c2ccc(F)cc2)C(C(=O)OC)=C(C)N1Cc1cccc(C(F)(F)F)c1 (stereo not drawn)	-2	-11	-0.3
CCOc1ccc(OCCC(=O)NNC(=O)c2cc(OC)c(OC)c(OC)c2)cc1	3	-7	1.4
CC(=O)NC[C@@H]1[C@@H](c2ccc(C3=CCCC3)cc2)[C@@H](CO)N1C(=O)CN(C)C	2	-26	0.2

# The results go on:
molecule	ERAP1 inh	RAD52 anneal inh	E-selectin induc
O=C(Cc1cn(Cc2cccc(Cl)c2)c2ccccc12)N1CCCCCC1	-2	-3	0.4
O=C(Nc1ccc(Cl)c([N+](=O)[O-])c1)C(Sc1ccccc1)c1ccccc1 (stereo not drawn)	-2	-3	0.4
O=C(CS(=O)(=O)c1ccccc1)CS(=O)(=O)c1ccccc1	-1	-38	-0.4
Cc1ccc(NS(=O)(=O)c2ccc(Cl)c(C(=O)O)c2)cc1S(=O)(=O)N1CCOCC1	0	-19	-3.2
COc1ccc(C(=O)N(CCc2ccccc2)Cc2ccccc2)c(OC)n1	-2	-7	30*
C/C(=N/N=C(\C)c1ccccc1O)c1ccccc1O	4	-121	0.0
O=C(O)CCC(=O)NNc1nc2ccccc2nc1-c1ccccc1	2	-11	1.4
Cc1ccc(-n2c(SCC(=O)N(C)C3CCS(=O)(=O)C3)nc3ccccc3c2=O)c(C)c1 (stereo not drawn)	-3	2	-0.1
O=C(NC(Cc1c[nH]c2ccccc12)C(=O)NCCCN1CCOCC1)c1cccs1 (stereo not drawn)	4	-6	7.6
Cc1ccc(C2(C)NC(=O)N(CC(=O)N(C)CC(=O)Nc3cccc4ccccc34)C2=O)cc1 (stereo not drawn)	1	-5	1.1
COC(=O)C[C@@H]1CC[C@@H](NC(=O)c2ccccc2F)[C@@H](CO)O1	-1	-5	-0.3
CC(C)(C)NC(=O)C(C1CC1)n1c(=O)c(-c2ccco2)nc2ccccc21 (stereo not drawn)	-28	-22	-0.1

# Next section
molecule	ERAP1 inh	RAD52 anneal inh	E-selectin induc
Cc1ccc2c(c1)c1n[nH]c(=S)nc1n2CCc1ccccc1	-1	-3	-0.2
CC1CC(C)CN(C(=O)c2cccc(S(=O)(=O)Nc3cc(C(F)(F)F)ccc3Cl)c2)C1 (stereo not drawn)	1	-10	-0.2
Cc1ccc(CNS(=O)(=O)c2ccccc2[N+](=O)[O-])cc1	0	-2	3.2
CCCOc1ccc(OCCn2nc(C(=O)O)c3ccccc3c2=O)cc1	-5	-23	2.6
CC(C)CN(CC(C)C)C(=S)Nc1ccc(Cl)cc1	1	-13	0.4
S=c1[nH]c(-c2ccc(Cl)cc2)cs1	6	-20	0.0
N/C(=N\OC(=O)c1ccc2c(c1)OCO2)c1cccc([N+](=O)[O-])c1	-5	-9	3.0
COC(=O)c1cc2c(c3c4ccccc4n(S(=O)(=O)c4ccccc4)c13)C(=O)N(C)C2	-2	-27	0.0
CCN(Cc1cc2ccccc2[nH]c1=O)C(=O)c1cccc([N+](=O)[O-])c1	-4	-2	3.4
CCOC(=O)[C@]12CCCC=C1N(Cc1cccc3ccccc13)C(=O)[C@H](CC(=O)N1CCN(C(=O)c3ccco3)CC1)C2	-2	1	0.1
O=C(NCCCCCCNC(=O)OCCO)OCCO	1	-8	-0.1
CCC(=O)NC[C@H]1[C@@H](c2ccc(C3=CCCC3)cc2)[C@@H](CO)N1C(=O)CN(C)C	3	-19	-0.9

# Remaining list, next part
molecule	ERAP1 inh	RAD52 anneal inh	E-selectin induc
Nc1cc(=O)n(Cc2ccccc2)c(=O)n1-c1ccc(Cl)cc1	-1	1	0.1
COc1ccc(CCn2cnn3c(=O)c4ccccc4nc3c2=O)cc1OC	1	-7	0.0
CC(C)(C)c1ccc(NC(=O)C(=O)C2C(=O)Nc3ccccc32)cc1 (stereo not drawn)	0	-17	0.4
Cc1ccc(C2C(C#N)=C(N)N(c3cccnc3)C3=C2C(=O)CCC3)s1 (stereo not drawn)	10	-24	4.3
Cc1ccccc1NC(=O)Nc1ccc(C(F)(F)F)cc1	-6	-12	0.4
Cc1ccccc1Nc1nc(N)nc(CSCC(=O)Nc2cccc(Br)c2)n1	-3	-12	-0.5
Cn1nc(C(F)(F)F)c(-c2ccc(Br)cc2)c1NC(=O)CSCC(=O)O	1	-6	0.1
O=S1(=O)CCN(CCc2ccccc2)CC1	-1	-11	1.1
O=C1NC[C@H](Cc2ccccc2)N(C[C@@H]2CCCN2C[C@H](Cc2ccc(O)cc2)N2C[C@H](Cc3ccc(O)cc3)N(CC3CCCCC3)C(=O)C2=O)C1=O	-6	-2	-0.2
CCCCCN(C(=O)CCC(=O)OC(C)C(=O)Nc1ccccc1C)c1c(N)n(CCCC)c(=O)[nH]c1=O (stereo not drawn)	-2	-5	-0.2
Cc1ccc(S(=O)(=O)Nc2ccc(-n3c(C)nc4ccccc4c3=O)cc2)cc1	-1	7	1.9
COC(=O)c1ccccc1NC(=O)/C=C/c1ccco1	2	-18	-0.2

# 18 compounds from above, ordered by SMILES length, high to low:
molecule	ERAP1 inh	RAD52 anneal inh	E-selectin induc
O=C1NC[C@H](Cc2ccccc2)N(C[C@@H]2CCCN2C[C@H](Cc2ccc(O)cc2)N2C[C@H](Cc3ccc(O)cc3)N(CC3CCCCC3)C(=O)C2=O)C1=O	-6	-2	-0.2
CCOC(=O)[C@]12CCCC=C1N(Cc1cccc3ccccc13)C(=O)[C@H](CC(=O)N1CCN(C(=O)c3ccco3)CC1)C2	-2	1	0.1
CCCCCN(C(=O)CCC(=O)OC(C)C(=O)Nc1ccccc1C)c1c(N)n(CCCC)c(=O)[nH]c1=O (stereo not drawn)	-2	-5	-0.2
CCC(=O)NC[C@H]1[C@@H](c2ccc(C3=CCCC3)cc2)[C@@H](CO)N1C(=O)CN(C)C	3	-19	-0.9
COC(=O)c1cc2c(c3c4ccccc4n(S(=O)(=O)c4ccccc4)c13)C(=O)N(C)C2	-2	-27	0.0
CCN(Cc1cc2ccccc2[nH]c1=O)C(=O)c1cccc([N+](=O)[O-])c1	-4	-2	3.4
N/C(=N\OC(=O)c1ccc2c(c1)OCO2)c1cccc([N+](=O)[O-])c1	-5	-9	3.0
CC(C)(C)NC(=O)C(C1CC1)n1c(=O)c(-c2ccco2)nc2ccccc21 (stereo not drawn)	-28	-22	-0.1
Cc1ccc(C2C(C#N)=C(N)N(c3cccnc3)C3=C2C(=O)CCC3)s1 (stereo not drawn)	10	-24	4.3
CC(C)(C)c1ccc(NC(=O)C(=O)C2C(=O)Nc3ccccc32)cc1 (stereo not drawn)	0	-17	0.4
Cc1ccccc1Nc1nc(N)nc(CSCC(=O)Nc2cccc(Br)c2)n1	-3	-12	-0.5
Cc1ccc(CNS(=O)(=O)c2ccccc2[N+](=O)[O-])cc1	0	-2	3.2
CCCOc1ccc(OCCn2nc(C(=O)O)c3ccccc3c2=O)cc1	-5	-23	2.6
Cc1ccc2c(c1)c1n[nH]c(=S)nc1n2CCc1ccccc1	-1	-3	-0.2
Cc1ccccc1NC(=O)Nc1ccc(C(F)(F)F)cc1	-6	-12	0.4
CC(C)CN(CC(C)C)C(=S)Nc1ccc(Cl)cc1	1	-13	0.4
S=c1[nH]c(-c2ccc(Cl)cc2)cs1	6	-20	0.0
O=S1(=O)CCN(CCc2ccccc2)CC1	-1	-11	1.1

# The list continues.
# Value order: ERAP1 inh | RAD52 anneal inh | E-selectin induc
CCC/C=N/NC(=O)CNC(=O)c1ccccc1Cl
→ 14 | -27 | 1.8
COc1ccc([N+](=O)[O-])cc1NC(=O)CSc1nncn1-c1ccccc1
→ -1 | -4 | -0.2
Nc1ccc(C(=O)N/N=C\C=C\c2ccc([N+](=O)[O-])cc2)cc1
→ -2 | 2 | 5.4
COc1ccc(S(=O)(=O)N2CCCCCC2)cc1C(=O)N(C)CC(=O)Nc1c(Cl)cccc1Cl
→ -2 | 2 | 0.1
O=C(CCSc1ccccc1Cl)NNC(=O)c1ccncc1
→ -5 | -10 | -1.5
CCOC(=O)N1CCN(C(c2cc3ccccc3o2)c2nnnn2C(C)(C)C)CC1 (stereo not drawn)
→ 4 | -11 | 0.5
CCn1c(Cc2ccccc2)nnc1SCc1cccc(C(=O)O)c1
→ 1 | -7 | -0.2
CCCCCCCCN1C(=O)[C@@H](CC(=O)NCc2ccc(OC)c(OC)c2)C[C@@]2(C(=O)OC)C1=C[C@H](C(C)(C)C)O[C@@H]2C
→ -5 | -10 | 0.2
Cc1ccc2nc(N(CCCN(C)C)C(=O)CCc3ccccc3)sc2c1
→ -1 | 40 | -1.3
CC(C)CCN1CCN(CC#Cc2ccccc2)CC1CCO (stereo not drawn)
→ -2 | -19 | 0.2
CCNC[C@H]1[C@@H](c2ccc(C3=CCCC3)cc2)[C@@H](CO)N1C(=O)C1CCCC1
→ -3 | -16 | 1.1
COc1ccc(C)cc1S(=O)(=O)NNc1nc(C)cc(C)n1
→ 1 | -9 | -0.1
CCN(CC)C(=O)Cn1cc(C(=O)C(=O)NCCCn2ccnc2)c2ccccc21
→ -3 | -11 | 3.1
O=C1NN=C(c2ccccc2)C1Cc1ccccc1 (stereo not drawn)
→ 1 | -1 | -0.3
CSc1ccccc1NC(=O)CSc1nncs1
→ -3 | -15 | -3.1
CCOC(=O)C1CCN(c2ccc(C(N)=O)cc2[N+](=O)[O-])CC1
→ 7 | 9 | 1.4
CCCCN1C(=O)C(CC(=O)NCCCN(C)C)CC(C(=O)N(C(C)C)C(C)C)=C1C (stereo not drawn)
→ -3 | -24 | 0.0
COc1ccc(-c2nc(CSCC(=O)NC3CC3)c(C)o2)cc1OC
→ -3 | -10 | 0.7
COc1ccc(OCc2nc(C#N)c(NCCCn3ccnc3)o2)cc1
→ -1 | -8 | 3.7
COc1ccc(CC(=S)N2CCOCC2)cc1F
→ 9 | -13 | -2.1
CCCc1cc(=O)oc2cc(OC(=O)CN3C(=O)NC4(CCCC4)C3=O)ccc12
→ 15 | 2 | 0.4
COc1ccc(CN(C)C(=O)C2CCN(C(=O)Nc3ccccc3)CC2)cc1
→ -8 | -11 | 0.2
C=CCNC(=S)N1CCN(c2cc3c(cc2F)c(=O)c(C(=O)O)cn3CC)CC1
→ 1 | -15 | -0.3
CCc1ccc(C2c3[nH]c4ccccc4c3CCN2C(=O)CNC(N)=O)cc1 (stereo not drawn)
→ -2 | -7 | 20
COc1ccc(NC(=O)c2ccc(-c3ccc(F)cc3)o2)cc1OC
→ 2 | 0 | -0.6
CC1=NN(c2ccc(S(=O)(=O)O)cc2C)C(=O)C1
→ 8 | 0 | 1.4
O=C(c1ccccc1)C1CCN(c2ncccc2[N+](=O)[O-])CC1
→ -5 | 1 | 0.0
COc1cccc(NC(=O)COC(=O)c2ccc3ccccc3n2)c1
→ 1 | -31 | 0.5
O=C(COc1ccccc1[N+](=O)[O-])N1CCN(S(=O)(=O)c2ccccc2)CC1
→ 3 | 1 | -0.7
CNC(=O)COc1ncnc2scc(-c3ccc(F)cc3)c12
→ 0 | -25 | 0.2
CSCCC(C(=O)NC(C)(C)C)n1c(-c2ccccc2)nc2ccccc21 (stereo not drawn)
→ 0 | -18 | -0.3
COC(=O)C1=C(C)N(Cc2cccc(C(F)(F)F)c2)C(=NCC2CC2)NC1c1ccccc1C(F)(F)F (stereo not drawn)
→ 4 | -36 | -0.1

# Three compounds already listed, sorted by heavy-atom count, ascending.
# Value order: ERAP1 inh | RAD52 anneal inh | E-selectin induc
COc1ccc(CN(C)C(=O)C2CCN(C(=O)Nc3ccccc3)CC2)cc1
→ -8 | -11 | 0.2
COc1ccc(S(=O)(=O)N2CCCCCC2)cc1C(=O)N(C)CC(=O)Nc1c(Cl)cccc1Cl
→ -2 | 2 | 0.1
COC(=O)C1=C(C)N(Cc2cccc(C(F)(F)F)c2)C(=NCC2CC2)NC1c1ccccc1C(F)(F)F (stereo not drawn)
→ 4 | -36 | -0.1

# Some of the compounds tested; the hit share may differ from the screen's.
